Screening data deposited in PubChem by several laboratories.
Plk1 PBD FP: Plk1 (human) PBD binding inhibition | Plk1 PBD phosphopeptide binding, fluorescence polarization | 0.13% of 97,000 active | P53350 | AID 693 | inhibition, %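 (tested at about 20 µM)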; in the data active = inhibition above about 34%, passing the limit was not always enough
PLAP act: activators of human placental alkaline phosphatase. activation fold at 20 µM. P05187. 1.2% of 96,000 active. AID 696. purified PLAP enzyme, luminescent substrate read-out; active compounds read high; in the data active = activation fold above about 2
MT1-MMP txn act: MT1-MMP promoter transcription activation. HT1080 MT1-MMP promoter luciferase reporter, luminescence, overnight; active compounds read high. activation factor at 10 µM. 0.16% of 86,000 active. AID 750;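 active = activation factor of at least 2 for MT1-MMP transcription at 10 µM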
PLK1 kinase inh: inhibitors of human PLK1 kinase | recombinant PLK1 kinase, TR-FRET peptide phosphorylation | 0.53% of 97,000 active | P53350 | inhibition, % at 10 µM;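 active = inhibition of 50% or more in the single-concentration screen; inactive = inhibition below 50%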;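 also: 0% = DMSO max control and 100% = H-89 dihydrochloride min control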
S1P2 blocker: S1P2 (human) receptor antagonism | inhibition, % at 5 µM | AID 736 | cell-based S1P2 antagonist assay, inhibition at 5 uM | O95136 | 0.21% of 97,000 active; in the data active = inhibition above about 45%;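 also: CRE beta-lactamase reporter cells expressing human S1P2 stimulated with S1P; 0% = agonist at EC80 alone and 100% = agonist plus reference antagonist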
Target sequence (O95136 whole entry, looked up): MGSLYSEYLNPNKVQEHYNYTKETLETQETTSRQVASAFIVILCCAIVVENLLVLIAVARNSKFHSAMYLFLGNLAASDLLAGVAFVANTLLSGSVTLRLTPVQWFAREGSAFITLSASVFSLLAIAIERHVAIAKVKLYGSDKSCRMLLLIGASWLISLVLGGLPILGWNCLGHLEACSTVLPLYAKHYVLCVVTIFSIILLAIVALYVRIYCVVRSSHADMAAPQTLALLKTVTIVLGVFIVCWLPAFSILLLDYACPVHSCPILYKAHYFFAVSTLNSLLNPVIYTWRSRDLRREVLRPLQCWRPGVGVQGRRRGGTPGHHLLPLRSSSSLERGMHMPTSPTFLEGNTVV
S1P2 ag: agonists of human S1P2 receptor. S1P2-expressing cell line, agonist reporter read-out. AID 729. 0.46% of 97,000 active. O95136. activation, % at 4.5 µM; in the data active = activation above about 16%;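 also: 0% = vehicle low control and 100% = maximal reference agonist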
HIV Rev-RRE inh: HIV Rev-RRE protein-RNA interaction inhibition. Rev peptide-RRE RNA binding, FRET. inhibition, % at 8 µM. 0.79% of 97,000 active. AID 704;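 active = inhibition above the screen-wide mean plus 3 SD, cut at about 35% in these data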;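 also: 0% = median DMSO wells and 100% = median Neomycin B control wells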
Target sequence (P05866 whole entry, looked up): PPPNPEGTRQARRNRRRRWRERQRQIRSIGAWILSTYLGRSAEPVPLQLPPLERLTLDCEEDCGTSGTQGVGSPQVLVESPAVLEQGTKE
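Assay system: labelled RRE RNA duplex and labelled Rev peptide / Medium: HEPES pH 7.5 salt buffer with EDTA / Reagent: labelled Rev peptide / Schedule: 5 + 15 min at 25 °C / Signal: FRET, excitation 480 nm, emission 540 nm donor and 671 nm acceptor / Benchmarks: DMSO and neomycin B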
FAK blocker: FAK (human) kinase inhibition | AID 727 | 0.84% of 97,000 active | Q05397 | biochemical FAK kinase activity assay | inhibition, %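 (tested at 7 µM)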; in the data active = inhibition above about 19%;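 also: 0% = DMSO and 100% = reference compound high control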
EphB4 antag: EphB4-ephrin-B2 interaction antagonism; P54760; EphB4 LBD / TNYL-RAW-Alexa532 peptide, fluorescence polarization; inhibition, % at 7 µM; 0.15% of 97,000 active;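 active = inhibition above the screen-wide mean inhibition plus 3 SD, cut at about 15% in these data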;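 also: 0% = DMSO wells and 100% = excess unlabeled TNYL-RAW peptide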
Numbers without * were called inactive; · = no result given.

SMILES	Plk1 PBD FP	PLAP act	MT1-MMP txn act	PLK1 kinase inh	S1P2 blocker	S1P2 ag	HIV Rev-RRE inh	FAK blocker	EphB4 antag
Cc1ccc(-n2c(C)cc(C=C(C#N)C#N)c2C)cc1	-32	1	·	-4	24	-4	6	4	3
CCOc1ccc(-n2c(Cc3cc(=O)[nH]c(=O)[nH]3)nnc2SCC(=O)OC)cc1	-33	1.2	1.1	-10	12	-3	0	1	-3
COC(=O)c1nc(NC(=O)c2ccccc2Cl)n[nH]1	-24	1.1	·	-4	8	-3	7	-3	9
CCc1cccc(NC(=O)Nc2cccs2)c1	1	1	1.7	-4	27	-3	3	10	1
C(=N\N1CCN(C2c3ccccc3-c3ccccc32)CC1)/c1ccccn1	23	1.3	·	-9	-14	-4	-4	4	0
O=C(O)c1cc(S(=O)(=O)N2CCOCC2)ccc1N1CCOCC1	18	1.1	·	-3	-8	1	6	-1	3
CC1=NN(C(=O)c2cccc(Cn3nc(C)c([N+](=O)[O-])c3C)c2)C(O)(C(F)(F)F)C1 (stereo unspecified)	-18	2.1*	·	-19	-1	-3	7	0	-2
CCn1c(SCC(=O)Nc2cccc(NC(C)=O)c2)nnc1C(C)C	24	1.2	1	-3	-1	-6	0	0	2
Cc1ccc(N(Cc2cc(=O)[nH]c3ccccc23)C(=O)c2ccco2)cc1	8	1.2	1.1	-5	17	-6	11	10	4
CC1(C)CC(=O)c2c(n(-c3cccc4ccccc34)ccc2=O)C1	-16	0.9	0.9	-40	-5	-1	13	-1	2
CCN(CC)c1nc2ccccc2c(N)c1-c1ccccc1	4	0.7	1.2	4	24	-3	5	3	10
CCOC(=O)C1CCCCN1Cc1cc(OC)ccc1OC (stereo unspecified)	-4	1.1	1.1	-13	-8	-1	0	2	0
CCCCc1nccn1CCn1ccnc1CCCC	4	0.9	1	-7	7	0	8	-2	0
FC(F)C(F)(F)C1=CC(c2ccccc2)=NCCN1	-11	0.8	1.1	-6	2	-2	5	0	-8
COC(=O)CSC1=C(C#N)C(c2ccccc2OC)C(C(=O)OC)C(=O)N1 (stereo unspecified)	5	0.9	1.2	-9	9	-6	1	0	3
CC(C)NC(=O)CN(c1cccc(Br)c1)S(C)(=O)=O	-28	1.1	1.1	-6	-2	-4	6	-3	-8
CCCc1c(C(=O)OCC)[nH]c2c1C(=O)CCC2	-8	0.8	1	-21	5	-7	2	6	-1
Cc1cc(C)cc(CC2CC(=O)N(c3ccc4c(c3)OCCO4)C2=O)c1 (stereo unspecified)	-15	0.9	1.2	-11	-3	-7	16	-1	2
Oc1ccc(C2Nc3cccc4cccc(c34)N2)c(O)c1	-14	1.2	1	27	-16	-11	-2	8	0
CCCn1nc(C(=O)NCc2ccccn2)c2ccccc2c1=O	12	1.1	1.1	-2	-4	-9	4	-2	4
O=C(O)c1ccc(CN(c2ccccn2)S(=O)(=O)c2ccccc2)cc1	0	0.9	1.2	-10	2	-2	5	3	-4
O=C(NCCO)C1(c2ccc(Cl)cc2)CCCC1	7	1.3	·	-9	-11	-3	8	-2	6
Cc1c(C(=O)OCC(=O)N2CC(=O)Nc3ccccc32)oc2ccccc12	-29	1.2	·	-12	-11	-3	6	2	0
COc1ccc(/C=C/c2c([N+](=O)[O-])c(=O)n(C)c(=O)n2C)cc1O	-14	0.9	0.9	-13	0	-5	7	0	1
COC(=O)c1cc(OC)c(OC)cc1NC(=O)C(C)Sc1ccc(C)cc1 (stereo unspecified)	17	1.4	·	-16	-3	-5	3	3	8
CCOC(=O)C1(CC)NC(c2cccc(F)c2)C2C(=O)N(CC)C(=O)C21 (stereo unspecified)	3	·	1	-6	8	-3	3	-2	-2
OC(CN1C2=NCCCN2c2ccccc21)c1ccc2c(c1)OCO2 (stereo unspecified)	7	0.6	0.9	-13	-5	-11	-5	-4	1
CCn1c(COc2ccc(C)cc2)nnc1SCC(=O)Nc1ccc2c(c1)OCCO2	-11	1.2	1.3	0	12	-7	10	-4	1
Cc1ccc(C(=O)Nc2ccccc2N2CCN(C(=O)C(C)C)CC2)cc1	27	1.3	1.2	-9	4	-8	3	0	-2
O=C(Nc1ccc2c(c1)CCC2)C1CCN(c2c3c(nc4ncnn24)CCC3)CC1	-12	1.5	0.9	-5	18	-8	3	10	5
COc1ccc(C(=O)NCCn2ccc3ccccc32)cc1	20	0.8	1.1	-27	-19	2	2	2	1
CC(=O)Nc1nnc(SCC(=O)NCCOc2ccccc2)s1	-17	0.9	1.1	-12	10	-2	3	-3	-2
COc1ccc(-c2cc(=O)[nH]c(=O)[nH]2)cc1	6	·	1.1	1	8	-3	7	1	4
CN1CCN(/C(=N\O)c2nonc2N)CC1	10	1	1.1	-6	9	-8	3	-2	-5
COc1cccc(NC(=O)CC2COc3ccccc3O2)c1 (stereo unspecified)	-20	0.8	1.2	2	-4	-2	2	-1	1
CCCCC(=O)N=c1sc2cc(S(C)(=O)=O)ccc2n1C	21	0.8	1.2	-4	12	-6	3	0	-2
Cc1cc(=O)n(CCCO)c(O)c1C#N	20	0.9	1.2	-2	8	-2	4	2	0
COc1ccccc1-c1ccc(Nc2ccc(C(=O)N3CCOCC3)cc2)nn1	-14	·	1.2	-15	-2	-5	1	0	-7
COc1ccc(C(=O)c2ccc(OC)c3cccc(O)c23)cc1OC	-17	1.3	1.1	-5	-11	-4	0	-1	0
CC1=C(C(=O)Nc2ccccc2)C(c2cccc([N+](=O)[O-])c2)Nc2nc3ccccc3n21 (stereo unspecified)	2	0.9	1.2	-6	2	-1	10	0	2

Taken from above:
Under S1P2 blocker, `COc1ccccc1-c1ccc(Nc2ccc(C(=O)N3CCOCC3)cc2)nn1` is listed with -2
Under HIV Rev-RRE inh, `COc1ccc(C(=O)NCCn2ccc3ccccc32)cc1` is listed with 2

Sorted by molar mass (lowest first): 4 of the compounds above.
SMILES	Plk1 PBD FP	PLAP act	MT1-MMP txn act	PLK1 kinase inh	S1P2 blocker	S1P2 ag	HIV Rev-RRE inh	FAK blocker	EphB4 antag
CN1CCN(/C(=N\O)c2nonc2N)CC1	10	1	1.1	-6	9	-8	3	-2	-5
CCCCC(=O)N=c1sc2cc(S(C)(=O)=O)ccc2n1C	21	0.8	1.2	-4	12	-6	3	0	-2
COc1ccc(C(=O)c2ccc(OC)c3cccc(O)c23)cc1OC	-17	1.3	1.1	-5	-11	-4	0	-1	0
CC1=C(C(=O)Nc2ccccc2)C(c2cccc([N+](=O)[O-])c2)Nc2nc3ccccc3n21 (stereo unspecified)	2	0.9	1.2	-6	2	-1	10	0	2

Sorted by value in MT1-MMP txn act (largest number first): 5 of the compounds above
SMILES	Plk1 PBD FP	PLAP act	MT1-MMP txn act	PLK1 kinase inh	S1P2 blocker	S1P2 ag	HIV Rev-RRE inh	FAK blocker	EphB4 antag
CCn1c(COc2ccc(C)cc2)nnc1SCC(=O)Nc1ccc2c(c1)OCCO2	-11	1.2	1.3	0	12	-7	10	-4	1
CC1=C(C(=O)Nc2ccccc2)C(c2cccc([N+](=O)[O-])c2)Nc2nc3ccccc3n21 (stereo unspecified)	2	0.9	1.2	-6	2	-1	10	0	2
COc1ccc(C(=O)NCCn2ccc3ccccc32)cc1	20	0.8	1.1	-27	-19	2	2	2	1
CCn1c(SCC(=O)Nc2cccc(NC(C)=O)c2)nnc1C(C)C	24	1.2	1	-3	-1	-6	0	0	2
OC(CN1C2=NCCCN2c2ccccc21)c1ccc2c(c1)OCO2 (stereo unspecified)	7	0.6	0.9	-13	-5	-11	-5	-4	1

(list continues)
SMILES	Plk1 PBD FP	PLAP act	MT1-MMP txn act	PLK1 kinase inh	S1P2 blocker	S1P2 ag	HIV Rev-RRE inh	FAK blocker	EphB4 antag
CC(C)CNC(=O)C(=O)NNC(=O)C1CCCCC1	11	1.8	·	-11	8	-6	4	3	-3
Cn1c(C(=O)OCC(=O)NCCc2ccccc2)cc2sccc21	20	0.7	0.9	-4	-2	-8	5	-1	6
COc1ccc(-c2nc3ccccc3c(C(=O)Nc3ccc(S(=O)(=O)Nc4cc(C)on4)cc3)c2C)cc1	-46	1.5	·	-6	-13	-6	2	-2	3
Cc1n[nH]c(=O)n1-c1ccc(Oc2ccccc2)cc1	-23	0.9	·	5	8	-5	2	-7	-6
CCN(CC)S(=O)(=O)c1ccc(NC(=O)Cn2cnc3ccccc3c2=O)cc1	12	1.5	1.2	-5	6	-2	10	1	7
O=C(c1cncc(Br)c1)N1CCCc2ccccc21	16	0.9	1	-11	-5	-2	7	2	-1
Cc1c(NC2=NC3(CCCCC3)Cc3ccccc32)c(=O)n(C)n1-c1ccccc1	4	·	1.2	-10	5	-3	-4	-2	-6
Cc1nn(-c2ccccc2)c2c1C(c1cccs1)C(C#N)=C(N)O2 (stereo unspecified)	-22	1.1	1.3	1	2	-4	5	3	-3
CS(=O)(=O)N(CC(=O)O)c1ccc2c(c1)OCO2	0	0.9	·	-7	1	-6	6	-3	4

Whole records from above.
Cc1c(NC2=NC3(CCCCC3)Cc3ccccc32)c(=O)n(C)n1-c1ccccc1 as listed: Plk1 PBD FP = 4; PLAP act = ·; MT1-MMP txn act = 1.2; PLK1 kinase inh = -10; S1P2 blocker = 5; S1P2 ag = -3; HIV Rev-RRE inh = -4; FAK blocker = -2; EphB4 antag = -6
CC(C)CNC(=O)C(=O)NNC(=O)C1CCCCC1 as listed: Plk1 PBD FP = 11; PLAP act = 1.8; MT1-MMP txn act = ·; PLK1 kinase inh = -11; S1P2 blocker = 8; S1P2 ag = -6; HIV Rev-RRE inh = 4; FAK blocker = 3; EphB4 antag = -3

Not a hit list. Share with any hit: about 3.9%.
